Assay outcomes deposited in PubChem by Broad Institute.
RAD54 inh: RAD54 (human) branch migration inhibition | Q92698 | RAD54 Holliday junction branch migration, FAM/BHQ fluorescence | inhibition, % at 10.4 µM | actives 0.14% (n = 360,000) | AID 602329;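 active = mean normalized replicate activity at least 40 and at least half of replicates scoring 40 or more; inconclusive = only one of the two criteria met; inactive = mean below 40 and under half of replicates reaching 40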;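 also: 0% = median of neutral control wells and 100% = median of positive control wells; inhibitors cause a drop in the FAM fluorescence signal; in these data hits start at about 50%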
ARNT-TACC3 inh: disrupts binding between human ARNT and TACC3. Q9Y6A5. AlphaScreen His-ARNT PAS-B/GST-TACC3 binding, luminescence; TACC3 fragment carries E629A point mutation. inhibition, % at 9.99 µM. actives 0.66% (n = 390,000);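 active = mean inhibition of replicates at least 50% and at least half of replicates each reaching 50%; inconclusive = half or more replicates reach 50% but mean below 50%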;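 also: 0% = complete ARNT plus TACC3 wells and 100% = ARNT alone without TACC3; many hits fall short of the cut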
RAD52 anneal inh: RAD52 (human) annealing inhibition | recombinant RAD52 DNA annealing, FRET fluorescence | P43351 | AID 651710 | actives 0.46% (n = 360,000) | inhibition, % at 18.7 µM;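 active = every replicate showing at least 50% inhibition; inconclusive = mean inhibition at least 50% but not in every replicate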
esBAF inh: inhibitors of esBAF chromatin remodeling in mouse ES cells; AID 602393; reporter increase, % at 12.5 µM; actives 2% (n = 350,000); Bmi1-luciferase knock-in reporter, 24 h; 100% = twice the neutral-well signal; in the data active = activation above about 40%; inconclusive = no clear call, values can overlap the other calls;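 also: 0% = median of the plate's neutral control wells and 100% = double that signal; a rise in the Bmi1 reporter signal indicates esBAF inhibition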
Casp6 inh: blocks human caspase-6 cleavage activity | P55212 | purified caspase-6, Z-VEID-R110 cleavage fluorescence | inhibition, % at 12.5 µM | actives 0.53% (n = 350,000) | AID 686996;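 active = mean inhibition across replicates at least about 35%, with every replicate also reaching that limit, limit read from the data; inconclusive = only one of the two criteria met; inactive = neither criterion met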;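 also: 0% = median of neutral control wells and 100% = no fluorescence left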
Target sequence (P55212 24-179 limits assumed): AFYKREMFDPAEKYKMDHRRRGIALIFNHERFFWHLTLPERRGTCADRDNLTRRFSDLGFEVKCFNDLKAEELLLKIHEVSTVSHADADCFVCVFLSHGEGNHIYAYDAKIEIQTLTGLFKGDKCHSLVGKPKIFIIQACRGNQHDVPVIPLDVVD
Target sequence (P55212 194-293 limits assumed): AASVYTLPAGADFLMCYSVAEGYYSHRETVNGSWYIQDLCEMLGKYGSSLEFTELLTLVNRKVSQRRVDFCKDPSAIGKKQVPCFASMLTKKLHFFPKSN
PglD DTNB: blocks C. jejuni PglD acetyltransferase activity; purified PglD enzyme, DTNB colorimetric CoA detection; inhibition, % at 12.5 µM; actives 0.098% (n = 360,000); in the data active = inhibition above about 16%, passing the limit was not always enough; inconclusive = no clear call, values can overlap the other calls; also: strong numbers were not always called active
ERp5 block: blocks human ERp5 reductase activity on insulin. Q15084. ERp5 insulin aggregation, absorbance 650 nm, 90 min. inhibition, % at 9.99 µM. actives 0.05% (n = 350,000). AID 651711;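 active = mean replicate inhibition above about 25%, with every replicate also reaching it, limit read from the data, passing the limit was not always enough; inconclusive = only one of those two criteria met; inactive = neither criterion met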
E-selectin induc: E-selectin induction on HUVECs | P16581 | HUVEC E-selectin immunofluorescence imaging; normalized: neutral wells 0, TNF-alpha wells 100 | activation, % at 7.58 µM | actives 0.37% (n = 260,000);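 active = mean E-selectin-positive cell signal at least 10% of the positive control, reached in at least 60% of replicates, without over 20% cell loss; inconclusive = no rule given, readout overlaps actives, possibly toxicity-flagged; inactive = the rest, including those meeting only one limit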;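 also: in these data hits start at about 27%; measured in HUVEC primary endothelial cells; signal is the percent of cells scored E-selectin positive by PE staining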
Target sequence (P16581 whole entry, looked up): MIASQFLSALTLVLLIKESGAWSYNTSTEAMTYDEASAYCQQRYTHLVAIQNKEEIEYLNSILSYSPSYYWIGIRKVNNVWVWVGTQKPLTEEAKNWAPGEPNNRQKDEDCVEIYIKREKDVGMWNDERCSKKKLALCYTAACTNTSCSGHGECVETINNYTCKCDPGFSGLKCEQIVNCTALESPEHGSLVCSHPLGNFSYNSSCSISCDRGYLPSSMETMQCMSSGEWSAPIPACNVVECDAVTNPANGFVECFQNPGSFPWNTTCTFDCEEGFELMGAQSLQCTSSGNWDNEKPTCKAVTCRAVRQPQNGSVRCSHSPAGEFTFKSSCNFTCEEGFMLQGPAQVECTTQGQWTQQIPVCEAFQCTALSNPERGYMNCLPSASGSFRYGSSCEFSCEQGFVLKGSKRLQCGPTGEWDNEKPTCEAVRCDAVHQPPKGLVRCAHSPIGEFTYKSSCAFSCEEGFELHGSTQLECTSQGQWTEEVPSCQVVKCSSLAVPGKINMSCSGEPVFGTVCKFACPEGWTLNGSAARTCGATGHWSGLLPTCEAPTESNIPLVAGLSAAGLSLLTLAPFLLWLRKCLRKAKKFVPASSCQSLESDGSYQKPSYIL
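Test system – human umbilical vein endothelial cells (HUVEC), E-selectin induction · Input – 3,000 HUVEC seeded per well · Buffer or medium – EGM-2, gelatin · Compound dosing – single-point compound dose · Detection – immunofluorescence imaging · Measure – percent E-selectin-positive cells · Controls – TNF-alpha high, DMSO low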
The depositor's hits bear a star; ? = inconclusive; / = no result given; & = joins results of further samples.

molecule	RAD54 inh	ARNT-TACC3 inh	RAD52 anneal inh	esBAF inh	Casp6 inh	PglD DTNB	ERp5 block	E-selectin induc
COc1cc(/C=C/C(=O)OCC(=O)Nc2ccc([N+](=O)[O-])cc2)ccc1O	-1	-3	-5	-3	-3	5	3	0.1
CCOC(=O)N1CCN(C(=O)c2ccc(CNS(=O)(=O)c3ccc(NC(C)=O)cc3)cc2)CC1	5	-2	-6	2	3	-3	2	/
COc1ccc(S(=O)(=O)N(C)C)cc1NC(=O)CSc1ncccn1	3	0	2	-1	0	-1	7	/
CC(C)OC(=O)/C(=C/c1ccc(Br)cc1)NC(=O)c1ccco1	6	31	/	/	/	-18	/	-0.1
CCCCn1nc2cc(C(=O)NCCc3cccs3)ccc2c1OCC	1	5	1	41*	9	4	0	0.4
CCOc1ccc(CCNC(=O)COC(=O)c2ccc(C)s2)cc1OCC	9	/	-9	-6	0	-1	9	-0.3
CC1(C)CC(=O)C=C(c2cccc3c2oc2ccccc23)C1	-10	2	-1	24	-1	6	4	0.2
Cc1ccccc1OCC(=O)Nc1cc(Cl)ccc1Oc1ccccc1	/	3	-6	/	-2	/	-4	-0.2
COc1cc(/C=C2\C(=N)N3N=C(CC(=O)N4CCOCC4)SC3=NC2=O)cc(OC)c1OC	2	-3	-33	-5	-1	0	-8	-0.1
Cn1cccc1CC(=O)N/N=C/C=C/c1ccco1	/	2	10	/	0	/	?	0.6
C/C=C/c1ccc2c(c1)O[C@H](CN(C)C(=O)Cc1ccccc1)[C@@H](C)CN([C@@H](C)CO)S2(=O)=O	9	2	6	2	3	1	2	-0.3
CN(C)CC(=O)Nc1ccc2c(c1)[C@H]1C[C@@H](CC(=O)NCc3cccnc3)O[C@@H](CO)[C@H]1O2	2	-2	3	1	-2	-2	20	-0.7
O=C(Nc1ccc2c(c1)[nH]c(=O)c1ccccc12)C(F)(F)F	/	-1	-11	/	-3	/	1	-0.1
O=C(C=Cc1ccc(Cl)s1)c1ccc(Cl)s1	1	12	-28	-1	-2	-4	-6	-1.8
N=c1oc2ccc3ccccc3c2cc1-c1nnc2n1CCCCC2	3	2	/	11	/	-5	/	/
CCCn1c(NC(=O)c2ccc(C)cc2)nc2ccccc21	1	-3	/	28	/	-3	/	/
COc1ccc(N2C3=C(CC4=C2CC(C)(C)CC4=O)C(=O)CC(C)(C)C3)cc1	-12	8	-19	5	4	3	-2	/
N#C[C@@H]1[C@@H](c2ccc(C#CC3CCCC3)cc2)[C@H](CO)N1C(=O)c1cccc(F)c1	/	/	-12	/	0	/	-5	-0.3
COc1ccc(C2/C=C\CN(C(=O)Nc3ccccc3-c3ccccc3)CC(=O)N2Cc2ccc(F)cc2)cc1 (centres undefined)	-1	-6	/	-6	/	-1	/	/
COCCNC(=O)C[C@H]1C[C@H]2c3cc(NC(=O)CC4CC4)ccc3O[C@H]2[C@H](CO)O1	-1	-8	-3	-3	1	-1	-10	-0.4
Cc1noc(C)c1C(=O)Nc1ccc(N(C)C)cc1	-17	/	-12	8	9	4	1	0.9
Cc1noc(C)c1S(=O)(=O)N(C)C[C@@H]1Oc2ccc(NC(=O)C3CCCCC3)cc2CC(=O)N([C@H](C)CO)C[C@@H]1C	2	-6	-6	-4	-1	1	2	0.2
COc1ccc(C#Cc2ccc([C@@H]3[C@H]4CN(C(=O)Nc5ccccc5F)CC(=O)N4[C@H]3CO)cc2)cc1	/	/	-6	/	0	/	-4	0.4
CCC(C)n1nccc1NC(=O)C(C)Cl (centres undefined)	/	17	-12	/	-1	/	-15	1.4
O=C(Nc1c(C(=O)O)[nH]c2ccc(F)cc12)c1cccc(C(F)(F)F)c1	/	0	-17	/	4	/	-7	/

In the list so far, these have two or more sulfur atoms.
molecule	RAD54 inh	ARNT-TACC3 inh	RAD52 anneal inh	esBAF inh	Casp6 inh	PglD DTNB	ERp5 block	E-selectin induc
COc1ccc(S(=O)(=O)N(C)C)cc1NC(=O)CSc1ncccn1	3	0	2	-1	0	-1	7	/
O=C(C=Cc1ccc(Cl)s1)c1ccc(Cl)s1	1	12	-28	-1	-2	-4	-6	-1.8

The list goes on.
molecule	RAD54 inh	ARNT-TACC3 inh	RAD52 anneal inh	esBAF inh	Casp6 inh	PglD DTNB	ERp5 block	E-selectin induc
O=C(Nc1ccc(Cl)c(C(F)(F)F)c1)C1CCCN(S(=O)(=O)c2cnc[nH]2)C1 (centres undefined)	-4	8	/	0	/	2	/	/
COc1ccc(CN2C[C@@H](O)COC[C@H]3O[C@@H](CC(=O)N(C)C)CC[C@@H]32)cc1	-2	-1	6	-4	0	0	10	-0.2
C[C@@H]1CCCCO[C@H](CN(C)C(=O)Nc2ccc3c(c2)OCO3)[C@H](C)CN([C@H](C)CO)C(=O)c2cc(NS(=O)(=O)c3ccccc3)ccc2O1	-1	4	-13	12	1	-4	3	-0.2
CC(CCc1ccccc1)NS(=O)(=O)c1ccccc1Cl (centres undefined)	-9	-5	-10	-8	2	3	1	/
O=P(O)(CCc1ccncc1)CN1CCCCC1	4	21	/	-4	/	1	/	/
COc1ccc(-c2csc(NC(=O)C3CSC4(C)CCC(=O)N34)n2)cc1 (centres undefined)	-14	2	-12	3	-4	3	6	0.2
COc1ccc(N2CC(C(=O)Nc3ccccc3N3CCCC3)CC2=O)c(OC)c1 (centres undefined)	/	-3	-6	/	-2	/	4	-0.6
O=C(COC(=O)CNS(=O)(=O)c1ccc(Br)cc1Cl)Nc1ccc(N2CCOCC2)cc1	-14	-3	-10	-8	2	2	-1	0.2
CCc1nc2ccc(C(=O)NCCCN(C)C)cn2c1N(C)CCCc1ccccc1	12	/	30	0	-50	4	-6	/
Cc1ccc(C(=O)O/N=C(\c2ccccc2)c2cccnc2)cc1	/	3	-15	/	2	/	-12	/
O=C(Nc1ccc(F)cc1F)c1csc(-c2cccs2)n1	/	-4	-16	/	-3	/	-4	-3.7
Cc1cc(C)n2c(NC3CCCC3)c(-c3cccnc3)nc2n1	/	/	-8	/	1	/	5	0.0
Cc1ccc(S(=O)(=O)Nc2ccc3c(c2)CC(=O)N([C@H](C)CO)C[C@H](C)[C@H](CN(C)S(=O)(=O)c2c(C)noc2C)O3)cc1	2	-6	3	-3	1	1	-3	0.0
C[C@H](CO)N1C[C@H](C)[C@H](CN(C)C)Oc2ccc(NC(=O)c3ccncc3)cc2CC1=O	-3	-2	-10	-3	2	2	-5	0.9
COc1ccc(S(=O)(=O)N(CC(=O)N2CCOCC2)Cc2ccccc2)cc1	-5	-3	/	-3	/	2	/	/
COc1ccc(C2Nc3ccccc3C(=O)N2Cc2ccccc2)cc1CN1CCOCC1 (centres undefined)	/	1	-6	/	-4	/	3	/
Cc1nc2nc(NC(=O)c3ccco3)nn2c(C)c1Cl	-11	-2	-20	17	-5	0	1	0.9
CCC(C)(C)n1nnnc1C(c1ccc2ncccc2c1)N1CCN(c2nc3ccccc3s2)CC1 (centres undefined)	15	-12	/	0	/	-7	/	/
Cc1cc(C)n(-c2ncnc3sc4c(c23)CCCC4)n1	/	-7	5	-2	-6	/	0	/
Cc1c(C(=O)OCC(=O)N2CCCC2=O)oc2ccccc12	7	-6	-13	19	-1	1	0	4.9
N#Cc1ccc(-c2ccc([C@H]3[C@H]4CN(S(=O)(=O)c5ccccc5)CCCCN4[C@H]3CO)cc2)cc1	-2	-6	-34	/	-3	5	-5	-0.7
CCOC(=O)N(C)C[C@H]1OCc2cnnn2CCCC(=O)N([C@@H](C)CO)C[C@H]1C	0&4	4	-8&-2	-4&-5	10&-2	-11&2	5&4	-0.3&0.1
C[C@@H]1CN([C@@H](C)CO)C(=O)Cc2cc(NC(=O)CCN3CCOCC3)ccc2O[C@@H]1CN(C)S(=O)(=O)c1ccc(Cl)cc1	12	-6	9	-1	2	1	7	-0.4
C[C@@H](O)C#Cc1ccc([C@@H]2[C@@H](CO)N3CCCCN(C(=O)Nc4ccccc4)C[C@H]23)cc1	10	-6	2	2	2	2	-1	0.6
Fc1ccc(-c2nnn3c2nc(NCc2ccccc2)c2ccccc23)cc1	8	-7	-5	-1	-2	-7	-12	4.3

Value order: RAD54 inh, ARNT-TACC3 inh, RAD52 anneal inh, esBAF inh, Casp6 inh, PglD DTNB, ERp5 block, E-selectin induc
> CCN(CC)S(=O)(=O)c1ccc(N/N=C/c2cc(OC)ccc2O)nc1
  /, 10, -8, /, -1, /, -2, -0.2
> Cc1cc2ccccn2c1C(=O)c1ccc(Cl)cc1
  -4, 8, /, 5, /, -2, /, /
> CCc1nnc(NC(=O)c2cccc(C(=O)Nc3nnc(CC)s3)n2)s1
  -8, 19, -24, /, 2, 0, -5, /
> C[C@H](CO)N1C[C@H](C)[C@@H](CN(C)Cc2ccc(C(=O)Nc3ccccc3N)cc2)OCc2cn(nn2)CCCC1=O
  2, 14, 2, -2, -1, -2, 3, -0.4
> CC(Sc1nnc(Cc2ccccc2)n1C)C(=O)NC1CC1 (centres undefined)
  11, /, -2, -3, 1, 0, -12, 4.5
> CC(=O)NC1C(Oc2ccc(C=O)cc2)OC(COC(C)=O)C(OC(C)=O)C1OC(C)=O (centres undefined)
  /, -4, -21, /, -1, /, 0, /
> CN1C(=O)c2cc(NC(=O)Cc3cccs3)ccc2OC[C@@H]2O[C@H](CC(=O)N[C@H]3CCN(Cc4ccccc4)C3)CC[C@@H]21
  -2, -2, 11, 2, -5, -3, 0, 0.2

Entries listed so far shown as hits in esBAF inh.
Molecule	ARNT-TACC3 inh	RAD52 anneal inh	esBAF inh	Casp6 inh	PglD DTNB	ERp5 block
CCCCn1nc2cc(C(=O)NCCc3cccs3)ccc2c1OCC	5	1	41*	9	4	0
